# Compound activity deposited in PubChem BioAssay by several laboratories.
# S1P4 ag: human S1P4 receptor agonism; activation, % at 4.98 µM; 220,000 compounds, 0.35% hits; S1P4-expressing cell line, agonist reporter assay; O95977; in the data active = activation above about 11%;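 note: 0% = DMSO vehicle and 100% = reference agonist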
# Target sequence (O95977 whole entry, looked up): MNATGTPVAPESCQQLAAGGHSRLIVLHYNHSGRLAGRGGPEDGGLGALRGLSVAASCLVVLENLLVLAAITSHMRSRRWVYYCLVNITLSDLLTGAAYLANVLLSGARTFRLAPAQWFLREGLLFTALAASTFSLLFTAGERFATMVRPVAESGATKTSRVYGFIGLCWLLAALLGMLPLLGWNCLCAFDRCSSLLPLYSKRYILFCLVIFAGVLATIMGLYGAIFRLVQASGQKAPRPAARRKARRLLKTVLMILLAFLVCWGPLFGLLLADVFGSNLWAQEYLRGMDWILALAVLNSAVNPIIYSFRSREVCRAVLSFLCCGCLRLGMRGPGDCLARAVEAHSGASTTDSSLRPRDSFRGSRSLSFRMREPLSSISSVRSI
# S1P4 antag: human S1P4 receptor antagonism | S1P4-expressing cells, antagonist mode, reporter read-out | inhibition, % at 4.98 µM | 220,000 compounds, 0.26% hits; in the data active = inhibition above about 29%;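 note: 0% = wells stimulated with agonist and 100% = vehicle wells without agonist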
# EP2 mod: EP2 receptor (human) modulation. EP2-expressing cells, cAMP HTRF FRET, PGE2 co-stimulation. induction, % at 25 µM. 260,000 compounds, 0.83% hits. AID 940;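 active = compounds whose cAMP rise, as percent of the full-agonist control response, exceeds 60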;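 note: rat C6 glioma line stably carrying human EP2 under a CMV promoter; the protocol text gives 20 µM as final concentration; 100% = response of wells given 1 µM PGE2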
# NPY-Y2 PAM-ag: potentiates or activates human NPY-Y2 receptor; P49146; cells expressing NPY-Y2, potentiator/agonist read-out; activation, % at 3.6 µM; 220,000 compounds, 0.45% hits; in the data active = activation above about 27%;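 note: cells stimulated with NPY near EC25 plus isoproterenol at EC100; 0% = vehicle plus submaximal agonist and 100% = vehicle plus saturating agonist; some results beyond the cut were filed as inactive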
# CHOP inh: blocks CHOP induction under ER stress; CHO-K1 CHOP-promoter luciferase, tunicamycin-induced, 15-18 h; inhibition, % at 10 µM; 220,000 compounds, 3.8% hits;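 active = compounds that reduced the stress-induced luciferase reporter signal by more than about 70% of percent inhibition, limit read from the data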;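 note: 0% = tunicamycin plus vehicle and 100% = wells without tunicamycin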
# zfTRPN1 agonist: zebrafish TRPN1 (NompC) channel agonism. HEK293 zebrafish TRPN1-YFP, Fluo-8 calcium fluorescence; 100% = response to 87 µM carbachol. 220,000 compounds, 0.18% hits. activation, % at 3 µM;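 active = activation above its plate's cutoff, the mean activation of test wells on that plate plus 3 SD, cut at about 19% in these data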;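 note: 0% = DMSO alone and 100% = 87 µM carbachol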
#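 Material: zebrafish TRPN1-YFP in HEK293 cells; Doses: single test compound dose, 3 µM nominal, 0.3% DMSO; Timing: dye loading 1 h at 37 °C, then 30 min room temperature; Technique: intracellular calcium fluorescence with Fluo-8; Benchmarks: high carbachol 87 µM, low DMSO alone.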
# NPY-Y1 antag: antagonists of human neuropeptide Y receptor Y1. HEK293-CNG Y1 cells, membrane potential fluorescence; NPY at EC95, then isoproterenol. inhibition, % at 3.6 µM. 200,000 compounds, 1% hits;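 active = inhibition above the campaign mean inhibition of all tested compounds plus 3 SD, cut at about 20% in these data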;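 note: 0% = DMSO wells given NPY plus isoproterenol and 100% = isoproterenol alone without NPY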
#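 Material: HEK293 cells co-expressing NPY Y1 receptor and cyclic-nucleotide gated channel. Timing: compound incubation 1 h at room temperature, readout 45 min post-stimulation. Signal: fluorescence, membrane potential probe.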
# TRPML3 agonist: human mucolipin-3 channel agonism; 220,000 compounds, 0.29% hits; activation, % at 3 µM; Q8TDD5; AID 1448; HEK293 TRPML3-YFP, Fluo-8 calcium fluorescence; 100% = the carbachol control signal;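 active = activation above its plate's cutoff, the mean activation of the plate's test wells plus 3 SD, cut at about 12% in these data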;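 note: 0% = DMSO only wells and 100% = carbachol wells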
# Target sequence (Q8TDD5 whole entry, looked up): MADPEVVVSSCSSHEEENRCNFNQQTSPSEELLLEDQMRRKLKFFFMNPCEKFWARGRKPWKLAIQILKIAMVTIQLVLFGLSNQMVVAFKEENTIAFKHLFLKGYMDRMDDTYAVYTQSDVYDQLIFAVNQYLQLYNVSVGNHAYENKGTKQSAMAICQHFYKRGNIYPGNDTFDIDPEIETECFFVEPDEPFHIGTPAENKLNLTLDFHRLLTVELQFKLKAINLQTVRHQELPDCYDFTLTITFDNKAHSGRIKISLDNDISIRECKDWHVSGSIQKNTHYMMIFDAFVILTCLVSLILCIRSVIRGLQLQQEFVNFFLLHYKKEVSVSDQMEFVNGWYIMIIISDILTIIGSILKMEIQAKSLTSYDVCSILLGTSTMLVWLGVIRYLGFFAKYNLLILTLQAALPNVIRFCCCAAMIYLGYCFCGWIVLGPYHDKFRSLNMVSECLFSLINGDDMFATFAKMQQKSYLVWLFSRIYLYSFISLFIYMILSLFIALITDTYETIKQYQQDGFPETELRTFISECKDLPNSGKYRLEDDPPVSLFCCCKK
#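 system = HEK293 cells stably carrying human TRPML3-YFP | doses = one concentration, 3 µM nominal, 0.3% DMSO | timing = dye loading 1 h 37 °C then 30 min ambient, 125 s read | detection = Fluo-8 calcium dye fluorescence, ex 470-495, em 515-575 nm | benchmarks = high control carbachol 87 µM, low control DMSO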
# NPY1 pot ag: potentiators or agonists of human neuropeptide Y receptor Y1. NPY-Y1 expressing cells, potentiator/agonist activation. AID 1304. activation, % at 3.6 µM. 220,000 compounds, 0.37% hits. P25929; in the data active = activation above about 33%, passing the limit was not always enough;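 note: cells stimulated with NPY at EC10 then isoproterenol at EC100; 0% = low agonist plus stimulus and 100% = saturating agonist plus stimulus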
# An asterisk follows results filed as active; nt = not tested or not shown; & = joins results of further samples.
molecule,S1P4 ag,zfTRPN1 agonist,NPY-Y1 antag,EP2 mod,CHOP inh,TRPML3 agonist,NPY1 pot ag,S1P4 antag,NPY-Y2 PAM-ag
CCCCNS(=O)(=O)c1ccc(OCC(=O)OC)cc1,1.8,0.2,-2,-19,4,0.5,-6,4,2
CC(O)CNc1nc2ccccc2n1CC(=O)NCCc1ccc(Cl)cc1 (configuration not stated),-0.5,-0.2,3,27,27,0.0,8,-13,-9
Cc1ccc(-c2cc(C(=O)O)n[nH]2)o1,1.4,-0.6,-4,16,-8,0.7,8,-19,10
CCOC(=O)c1[nH]c2c(c1-c1ccccc1)C(=O)CC(c1ccc(OC)c(OC)c1)C2 (configuration not stated),-0.7,-1.2,9,-1,30,0.4,-27,10,7
O=C(NC1CCCCC1)c1cc2nc(-c3ccco3)cc(C(F)(F)F)n2n1,-0.8,-0.9,0,-5&-24,27,-0.5,-15,-30,-2
CCOC(=O)C1CCN(CCC(=O)Nc2cccc(C)c2)CC1,-0.2,0.1,-5,17,30,0.6,0,11,-5
Cc1ccc(Cl)cc1N1CCN(S(=O)(=O)c2cnc[nH]2)CC1,-0.2,0.5,-1,-3,17,-0.2,5,-2,12
CSc1ccc(Cl)c(C(=O)Nc2ccc(OCC(N)=O)cc2)c1,-5.9,0.2,0,7,7,0.0,-15,9,1
CCOc1ccc(Oc2c(/C=N/NC(C)=O)c(C)nn2-c2ccccc2)cc1,3.4,-1.4,12,14,20,0.8,-56,-5,-11
Cc1cc(C)c2c(N)c(C(=O)NCC3CCCCC3)sc2n1,1.5,-1.1,7,-29,14,-0.1,-22,-11,-7
CCOC(=O)c1c(C2CC2)csc1NC(C)=O,-1.4,-0.3,6,17,38,-0.8,-22,-19,-23
CCCCc1noc2c1/C(=N\O)CC(c1ccccc1)C2 (configuration not stated),1.2,-0.8,4,1,-8,-0.6,-24,-26,9
COc1ccccc1S(=O)(=O)Nc1cc(S(=O)(=O)N2CCCCC2)ccc1N1CCOCC1,-1.6,-0.8,9,-49,13,2.1,-16,9,4
COc1cc(NC(=O)Cc2ccccc2)cc(OC)c1,1.0,0.0,-1,-8,10,0.0,0,0,5
CC(=O)Nc1cccc(NC(=O)Nc2cccc(Cl)c2C)c1,-0.1,0.3,4,-36,26,-0.1,6,-15,-11
Cc1ccc(OCC(=O)NNC(=O)Cn2nnc(-c3ccccc3)n2)cc1,0.5,-1.4,5,-12,14,0.5,4,3,-16
COc1ccc(C2CC(c3ccccc3)=NN2c2ccc(/C=N/NC(=O)c3ccncc3)cc2)cc1 (configuration not stated),0.0,-0.3,1,7,-9,0.4,3,14,-15
CCC1CCCCN1CCCNC(=O)c1cn(CC)c2ccc(S(=O)(=O)N3CCc4ccccc4C3)cc2c1=O (configuration not stated),0.9,-2.2,20,-50,-6,-0.1,-35,-7,-27
O=C(c1ccccc1)c1ccc(OCCCN2CCCCC2)cc1,1.8,-0.4,9,1,33,1.3,-7,13,9
CN1CCN(c2ccccc2NC(=O)c2ccc(OCc3ccccc3)cc2)CC1,-0.1,1.8,7,-1,65,0.3,-33,-14,-9
Nc1cccc(S(=O)(=O)NC2=NCCC2)c1,1.3,0.6,-4,10,33,0.9,5,4,-2
O=C(/C=C/c1ccc(Cl)cc1)Nc1ccc(N2CCCCC2)cc1,0.9,-1.1,6,4,-2,0.1,15,1,3
CC(C)C(NC(=O)Cc1ccccc1[N+](=O)[O-])C(C)C,-0.5,-0.7,-5,1,15,0.1,-21,1,4
CCN(CC)S(=O)(=O)c1cccc(NC(=O)COc2ncnc3sccc23)c1,1.6,3.5,2,-3,12,1.4,5,-7,-5
CCN(c1ccccc1)S(=O)(=O)c1ccc(C(C(=O)OC)C(=O)OC)c([N+](=O)[O-])c1,2.3,-0.4,0,-9,6,1.0,4,-19,5

# Part of the list above, as labelled records.
CC(C)C(NC(=O)Cc1ccccc1[N+](=O)[O-])C(C)C
  S1P4 ag: -0.5 | zfTRPN1 agonist: -0.7 | NPY-Y1 antag: -5 | EP2 mod: 1 | CHOP inh: 15 | TRPML3 agonist: 0.1 | NPY1 pot ag: -21 | S1P4 antag: 1 | NPY-Y2 PAM-ag: 4
CCN(CC)S(=O)(=O)c1cccc(NC(=O)COc2ncnc3sccc23)c1
  S1P4 ag: 1.6 | zfTRPN1 agonist: 3.5 | NPY-Y1 antag: 2 | EP2 mod: -3 | CHOP inh: 12 | TRPML3 agonist: 1.4 | NPY1 pot ag: 5 | S1P4 antag: -7 | NPY-Y2 PAM-ag: -5

# More records follow:
molecule,S1P4 ag,zfTRPN1 agonist,NPY-Y1 antag,EP2 mod,CHOP inh,TRPML3 agonist,NPY1 pot ag,S1P4 antag,NPY-Y2 PAM-ag
COc1ccccc1/C=C/C=C1\Oc2c(ccc(O)c2CN(C)C)C1=O,0.9,9.2,nt,-12,9,6.7,-3,7,3
O=C(O)c1ccc(CSc2ccccn2)cc1,-0.6,1.4,4,1,-11,1.2,-4,-10,-9
CCCc1nnc(SCC(=O)N2CCCCC2C)n1CC1CCCO1 (configuration not stated),1.5,-0.6,-1,19,-1,-0.1,6,19,-6
CC(C)CC(=O)NC(NC(=S)Nc1sc2c(c1C#N)CCCC2)C(Cl)(Cl)Cl (configuration not stated),1.7,0.9,-4,-3,79*,0.8,26,-8,13
COc1ccc(-c2ccc(-c3noc(-c4ccccc4F)n3)c(OC)n2)cc1,2.2,3.9,2,37,74*,0.1,-7,-38,11
COC(=O)Cc1c(O)ccn(CCc2ccccc2)c1=O,1.5,0.3,-1,12,-18,1.0,0,-12,-20
O=[N+]([O-])c1ccc(O)c(/C=N/Nc2ccccc2Cl)c1,3.1,0.1,0,-44,96*,0.9,10,7,-1
COc1ccccc1CNCC(=O)Nc1ccc(C(F)(F)F)cc1,1.4,1.1,nt,-17,-14,0.8,1,-12,-5
CCN(CC)c1ccc(/C=N/NC(=O)c2ccc3nc[nH]c3c2)c(O)c1,0.7,0.6,nt,-42,58,0.1,6,12,-10
Cc1cc(C(=O)Nc2c(C)n(C)n(-c3ccccc3)c2=O)c(C)o1,-0.8,1.2,-3,3,14,0.2,-16,-10,6
COc1cc(-n2nnnc2SCC(=O)N2CCN(c3ccc(F)cc3)CC2)c(OC)cc1Cl,-6.0,-1.8,-2,7,98*,-0.8,28,-2,-1
CC(C(=O)Nc1ccc2c(c1)OCO2)N1CCN(C)CC1 (configuration not stated),-0.6,0.8,nt,-12,12,0.7,-17,-6,-2
S=C1NC2(CCCCC2)Cc2ccccc21,0.3,1.1,3,39,14,-0.6,6,-7,4
Cc1cc(C)n(-c2ncc3c(n2)N(CCO)CCOC3=O)n1,0.3,-0.5,nt,18,9,1.2,27,10,73*
O=C(Nc1cccc(NC(=O)C2CC3CCCC(C2)C3=O)n1)C1CC2CCCC(C1)C2=O (configuration not stated),3.8,1.9,0,8,54,0.8,-8,-11,-10
O=c1[nH]c2ccc(S(=O)(=O)NCCO)cc2[nH]1,-1.3,-0.7,-4,14,-45,1.6,7,-7,0
CCOC(=O)c1cc(C(=O)c2cc(Br)ccc2O)coc1=N,-1.8,0.7,-2,13,-9,0.3,6,6,2
Cc1ccccc1OCc1nnc(SCC(=O)NCc2ccco2)n1C,-0.1,-0.6,-1,-11&11,5,0.4,7,-16,-1
O=C(NNC(=S)Nc1ccccc1)C1CC1,1.0,-1.2,0,-2,-13,0.8,-5,11,-13
O=c1cc(CN2CCC(Cc3ccccc3)CC2)nc2sccn12,1.0,0.9,2,13,-8,0.8,13,5,5
CC(=O)C1=C(C)NC(=O)CC1c1ccc(F)cc1 (configuration not stated),0.0,0.6,5,33,4,1.2,-13,-17,-7
COC(=O)c1ccc(N2C(=O)CC(N3CCC(O)(c4ccc(Br)cc4)CC3)C2=O)cc1 (configuration not stated),0.3,-0.9,1,-2,65,1.2,-23,-12,0
Cc1cc(OCCN2CCCC2)ccc1C(C)C,1.5,1.4,4,5,-3,0.5,-4,-33,-9
Cc1scc(-c2n[nH]c(=S)n2Cc2ccccc2)c1C,-0.3,-3.2,9,51,26,-0.3,7,-6,2
COc1ccc2[nH]c(=O)c(CN(Cc3cccs3)C(=S)NCC3CCCO3)cc2c1 (configuration not stated),0.5,2.4,nt,28,3,-0.6,11,-8,-5
O=c1ccc(Cc2ccc(Cl)cc2)n[nH]1,0.4,1.1,2,11,-5,0.4,16,-5,9
COc1ccccc1N(CC(=O)NCCSc1ccc(Cl)cc1)S(C)(=O)=O,-0.8,-0.9,4,-27,-8,0.4,-11,-7,-10
O=C(CSc1nnc(NC(=O)c2ccco2)s1)Nc1ccccc1F,2.4,0.6,5,0,-7,1.1,-7,6,7
CS(=O)(=O)N1CCN(C(=O)c2cc(-c3cccs3)nc3ccccc23)CC1,2.7,0.1,3,2,16,2.4,-13,1,-5
COc1ccc(CCC(=O)N(c2nnc(-c3cccnc3)s2)C(C)C)cc1,-0.3,1.8,-3,-21,15,-0.6,-2,1,2
Cc1ccc(-c2nn(CC(=O)N(C)C)c(=O)c3ccccc23)cc1S(=O)(=O)N(C)C,-0.8,-0.6,10,12,-2,0.7,-27,6,-8
CCOC(=O)/C=C/C(=O)Nc1ccccc1-c1ccccc1NC(=O)/C=C/C(=O)OCC,-0.7,-0.5,5,-55,80*,0.2,1,-14,-9
Cc1cccc(CSc2cn(CC(=O)N3CCOCC3)c3ccccc23)c1,2.4,0.0,1,-2,7,-0.2,-11,-10,5
COc1nc(C)ccc1-c1noc(-c2cccs2)n1,1.2,-0.1,nt,-12,-22,-0.1,-15,5,-8
Oc1cc(-n2cccn2)c(O)cc1-n1cccn1,0.8,-1.4,nt,-47,-3,-0.3,5,17,6
CCN(CC)c1ccc(NC(=O)c2ccc(Br)o2)c(C)c1,-1.4,-0.2,2,13,-1,-0.2,-22,6,-3
Cc1cccc(C)c1N(Cc1ccccc1F)S(C)(=O)=O,33*,0.1,2,39,-6,0.1,-4,5,-14
CNC(=O)CSc1nnnn1CCCOC,0.1,1.1,0,17,7,0.8,-3,-2,11
COc1ccc(C(=O)NCc2ccc3c(c2)CCO3)cc1,1.6,-1.9,nt,-16,9,-0.1,21,0,9
CN1CCN(/N=C/c2ccc(Cl)c(Cl)c2)CC1,-0.6,1.7,0,-53,0,0.8,12,16,1
CCCn1nc(C(=O)OCn2nnc3ccccc3c2=O)c2ccccc2c1=O,2.0,0.1,0,18,37,0.3,-23,-12,-11
COC(=O)c1cc[n+](CC(=O)c2ccccc2)cc1,0.3,1.2,6,32,40,0.2,-15,4,-12
O=C(CCCn1c(=O)oc2ccccc21)Nc1cccnc1,1.1,0.5,0,9,-7,0.9,-3,0,10
CCCCNCC1CCCO1 (configuration not stated),-0.4,1.5,nt,-7,2,1.1,1,-1,-5
CC1CCCCN1c1cc(C#N)c(C#N)cc1[N+](=O)[O-] (configuration not stated),1.7,-1.3,4,-8,18,-0.2,-19,-17,2
N=C1SC(CC(=O)Nc2ccccc2[N+](=O)[O-])C(=O)N1c1ccccc1 (configuration not stated),1.0,1.7,nt,-36,-10,-0.3,7,-3,-19
